Compound activity: PubChem, several laboratories
MgcRacGAP inhibition: MgcRacGAP GTPase-activating activity inhibitors, confirmation, biochemical, ADP Hunter fluorescence; MgcRacGAP-stimulated Rac1 GTP hydrolysis, ADP Hunter fluorescence; higher % means a stronger effect; GST-tagged Rac1 F28L mutant substrate; one-dose inhibition, % at 30 µM; IC50 in µM for titrated hits; 340,000 tested, 0.6% active;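 active = first-screen hits whose inhibition reached a set limit at any dose in the follow-up dose series; inconclusive = inhibition above the set first-screen limit but never retested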;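 note: fluorescence reports GDP produced by GAP-driven GTP hydrolysis; strong numbers were not always called active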
AID2073: inhibitors of Mint1-CaV2.2 protein interaction, biochemical, HTRF (AID 2073). HTRF protein-protein interaction, Mint1-CaV2.2; higher % means a stronger effect. inhibition, % at 20 µM, or IC50 in µM where a hit was titrated. 290,000 tested, 0.19% active; in the data active = inhibition mostly above about 51%, no sharp cut-off; inconclusive = no clear call, values can overlap the other calls; inactive = mostly below about 53%; note: some results filed as inactive read as strong as hits
NTR1 agonist: NTR1-driven beta-arrestin-GFP spot formation – imaging, U2OS cells, high content, primary screen (AID 493036). agonist mode. activation, % at 20 µM. 330,000 tested, 0.17% active;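 active = activation at or above 40% of the spot to cytoplasm intensity ratio, with at least 20 cells analyzed; inconclusive = wells under 20 cells, flagged as cytotoxic or low count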;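 note: 0% = DMSO without peptide and 100% = 100 nM NTR1 peptide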
Target sequence (P30989 whole entry, looked up): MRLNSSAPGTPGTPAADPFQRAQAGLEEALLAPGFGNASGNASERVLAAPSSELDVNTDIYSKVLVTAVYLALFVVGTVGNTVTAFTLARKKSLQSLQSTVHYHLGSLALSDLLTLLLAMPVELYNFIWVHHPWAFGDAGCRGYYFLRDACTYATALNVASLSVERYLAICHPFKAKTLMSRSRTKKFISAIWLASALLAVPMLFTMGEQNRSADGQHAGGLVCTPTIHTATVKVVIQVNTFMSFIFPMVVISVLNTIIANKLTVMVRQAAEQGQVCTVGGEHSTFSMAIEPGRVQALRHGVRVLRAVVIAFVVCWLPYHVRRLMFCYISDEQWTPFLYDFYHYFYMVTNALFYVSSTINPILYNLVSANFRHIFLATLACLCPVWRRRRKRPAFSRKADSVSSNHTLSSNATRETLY
UTI89 phage lysis: inhibition of K1F phage lysis, E. coli UTI89, bacterial capsule biogenesis inhibitors, alamar blue (AID 488966); one-dose inhibition, % at 100 µM; IC50 in µM for titrated hits; E. coli UTI89 K1F phage lysis, alamar blue, 2 h; higher % means a stronger effect; 340,000 tested, 0.02% active;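 active = phage lysis inhibition, versus mean bacterial control, above a set limit; inconclusive = no clear call, values can overlap the other calls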;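 note: capsule biogenesis inhibitors block K1F phage lysis so surviving cells raise fluorescence; higher fluorescence means more inhibition of phage lysis; actives were called in the ten point dose series up to 300 µM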
RSV CPE inhibition: inhibition of RSV-induced cytopathic effect – HEp-2 cells, primary 10 µM value included (AID 2391); 310,000 tested, 0.13% active; HEp-2 cells, RSV-induced CPE inhibition; higher % means a stronger effect; one-dose CPE inhibition, % at 10 µM; IC50 in µM for titrated hits; in the data active = a potency from the dose series; inconclusive = CPE inhibition mostly from about 23% at the one dose, without a potency; inactive = the rest, 99 in 100 with CPE inhibition below about 21%; note: strong numbers were not always called active
SV40 large T antigen: TAg ATPase/helicase activity blockers – biochemical (AID 1903). one-dose inhibition, % at 20 µM; IC50 in µM for titrated hits. SV40 large T antigen ATPase/helicase inhibition assay; higher % means a stronger effect. 310,000 tested, 0.39% active; in the data active = a potency from the dose series; inconclusive = inhibition mostly from about 32% at the one dose, without a potency; inactive = the rest, 99 in 100 with inhibition below about 32%; note: strong numbers were not always called active
NS5 inhibitors: flavivirus cap methylation enzyme inhibition – biochemical, confirmation dose response, primary screen (AID 588689). Dengue-2 NS5 methyltransferase capping enzyme assay, biochemical; higher % means a stronger effect. one-dose inhibition, % at 25 µM; IC50 in µM for titrated hits. 340,000 tested, 0.3% active; in the data active = a potency from the dose series; inconclusive = inhibition above about 29% without an active follow-up result
Siah-1 displacement: blockers of Siah-1 interaction with plectin peptide – biochemical, fluorescence polarization, rhodamine-plectin, uHTS, primary screen (AID 1817); one-dose displacement, % at 20 µM; IC50 in µM for titrated hits; Siah-1 / rhodamine-plectin peptide fluorescence polarization; higher % means a stronger effect; 290,000 tested, 0.02% active;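 active = displacement of at least 50% at 20 µM, with a fluorescence ratio check between 0.3 and a set limit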;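 note: plate controls were Siah plus tracer with DMSO for no effect and tracer alone without Siah for full effect; strong numbers were not always called active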
West Nile antiviral: West Nile virus antiviral activity, cell-based, CPE readout (AID 1621); West Nile virus-infected cells, CPE inhibition; higher % means a stronger effect; one-dose CPE inhibition, % at 10 µM; IC50 in µM for titrated hits; 290,000 tested, 0.02% active; in the data active = a potency from the dose series; inconclusive = CPE inhibition mostly from about 3.7% at the one dose, without a potency; inactive = the rest, 99 in 100 with CPE inhibition below about 2.2%; note: strong numbers were not always called active
NTR1 agonist cell count 20 µM: recorded beside NTR1 agonist, whose call it bears; cell count; measured here: cell count, cytotoxicity flag
* hit, by the source's call; ? = inconclusive; . = not tested or not shown; [ ] = dose if it differs, or a comment.

A first look, 6 compounds:
SMILES | MgcRacGAP inhibition | AID2073 | NTR1 agonist | NTR1 agonist cell count 20 µM | UTI89 phage lysis | RSV CPE inhibition | SV40 large T antigen | NS5 inhibitors | Siah-1 displacement | West Nile antiviral
COc1cc(C)c(S(=O)(=O)N2CCCC2)cc1C(C)C | 4% | 4% | 0.5 | 34 | -1.2% | -0.2% | 0% | 0% | 0% | -1.9%
CC(C)(C)c1ccc(S(=O)(=O)N2CCN(CC(O)CN3CCOCC3)CC2)cc1 (stereo not drawn) | 0% | . | 0.8 | 88 | 1.4% | . | . | -2% | . | .
Cc1noc(C)c1C(=O)N(CC(C)C)c1nc2ccccc2s1 | 7% | 8% | 1.7 | 48 | 0.3% | 0.6% | -6% | -2% | -2% | -0.3%
C=CCC(CC)C(=O)NC(=O)N1CCCc2ccccc21 (stereo not drawn) | 9% | 3% | -1.1 | 77 | 0.1% | 2.5% | 3% | -5% | 4% | -0.3%
CCCCC1=CC2=C(c3ccco3)C(=O)C(C)(OC(=O)c3ccc(OC)cc3)C(=O)C2=CN1CCCN(CC)CC (stereo not drawn) | 10% | 1% | 2.7 | 44 | 3.2% | -0.2% | 16% | 7% | 9% | 0.7%
Cn1c(=O)oc2cc(S(=O)(=O)N3CCc4ccccc4C3)ccc21 | 0% | 1% | -0.1 | 54 | 6.2% | -0.6% | -6% | -1% | 2% | -0.1%

This part in full, repeating the preview:
SMILES | MgcRacGAP inhibition | AID2073 | NTR1 agonist | NTR1 agonist cell count 20 µM | UTI89 phage lysis | RSV CPE inhibition | SV40 large T antigen | NS5 inhibitors | Siah-1 displacement | West Nile antiviral
COc1cc(C)c(S(=O)(=O)N2CCCC2)cc1C(C)C | 4% | 4% | 0.5 | 34 | -1.2% | -0.2% | 0% | 0% | 0% | -1.9%
CC(C)(C)c1ccc(S(=O)(=O)N2CCN(CC(O)CN3CCOCC3)CC2)cc1 (stereo not drawn) | 0% | . | 0.8 | 88 | 1.4% | . | . | -2% | . | .
Cc1noc(C)c1C(=O)N(CC(C)C)c1nc2ccccc2s1 | 7% | 8% | 1.7 | 48 | 0.3% | 0.6% | -6% | -2% | -2% | -0.3%
C=CCC(CC)C(=O)NC(=O)N1CCCc2ccccc21 (stereo not drawn) | 9% | 3% | -1.1 | 77 | 0.1% | 2.5% | 3% | -5% | 4% | -0.3%
CCCCC1=CC2=C(c3ccco3)C(=O)C(C)(OC(=O)c3ccc(OC)cc3)C(=O)C2=CN1CCCN(CC)CC (stereo not drawn) | 10% | 1% | 2.7 | 44 | 3.2% | -0.2% | 16% | 7% | 9% | 0.7%
Cn1c(=O)oc2cc(S(=O)(=O)N3CCc4ccccc4C3)ccc21 | 0% | 1% | -0.1 | 54 | 6.2% | -0.6% | -6% | -1% | 2% | -0.1%
O=c1[nH]nc(SCCS(=O)(=O)c2ccc(F)cc2)n1-c1ccc2c(c1)OCCO2 | 9% | -19% | 0.0 | 55 | 0.0% | 1.9% | 6% | 0% | -1% | 0.2%
CCN(CC)CCN(Cc1cc2cc3c(cc2[nH]c1=O)OCCO3)C(=S)NCC1CCCO1 (stereo not drawn) | -9% | -7% | 0.7 | 46 | 0.1% | -0.6% | 1% | . | 0% | 0.5%
Cc1ccc(NC(=O)CNc2ccc(OC(C)C)cc2)cc1 | 10% | -24% | 23 | 83 | 0.4% | 4.9% | 14% | -2% | 0% | -1.0%
COC(=O)c1ccc(NC(=S)NC2c3ccccc3CC2O)cc1 (stereo not drawn) | . | -7% | -0.6 | 82 | . | 0.2% | -4% | . | -3% | 0.3%
Cc1nc2ccccn2c1-c1ccnc(SCc2ccc(Cl)cc2)n1 | 0% | 14% | 4.9 | 43 | -1.1% | 15% | 5% | -1% | -3% | -1.3%
CCCSC1=C(C#N)C(c2ccccc2C)CC(=O)N1 (stereo not drawn) | 11% | 11% | -1.0 | 53 | 0.1% | 2.8% | 7% | 4% | 1% | -0.5%
COc1cc(C)c(NC(=O)c2cc(C3CC3)nc3c2cnn3C(C)C)cc1OC | -1% | . | -1.4 | 53 | 0.7%[50 µM] | . | . | -5% | . | .
O=C(CN1C(=O)C2C3CCC(C3)C2C1=O)Oc1ccc2ccccc2c1 (stereo not drawn) | 18% | 2% | 0.0 | 41 | 0.0% | 2.3% | 13% | 2% | 2% | 0.0%
O=[N+]([O-])c1ccc2c(c1)OCCOCCOCCOCCOCCOCCO2 | 12% | -1% | -1.5 | 88 | 0.3% | 1.3% | 5% | -11% | 6% | 0.2%
COc1ccc(N2C(=O)c3ccccc3NC2c2ccccc2O)cc1 (stereo not drawn) | 3% | 12% | -0.2 | 99 | 0.5% | -1.6% | 8% | -7% | -1% | 0.2%
COc1cc(OC)nc(Oc2ccccc2C(=O)Oc2ccc(F)cc2Cl)n1 | 6% | 23% | 1.9 | 52 | 1.8% | -0.9% | 10% | -1% | 0% | 1.5%
CC(C)(C)n1nc2c(c1NC(=O)Cc1cccs1)CSC2 | . | 0% | 1.4 | 93 | . | 1.1% | 7% | . | 4% | -0.2%
Cc1cccc(N2CCN(C(=O)/C=C/c3cccs3)CC2)c1C | 9% | -1% | 2.3 | 36 | 10% | 4.3% | 20% | -1% | -10% | -1.5%
Cn1cc(CN2CCN(c3ncccn3)CC2)c(-c2cccc(Cl)c2)n1 | -2% | ? | 0.2 | 60 | 0.6% | -2.8% | 9% | 1% | 3% | 0.1%
O=S(=O)(c1ccc(F)cc1)N1CC=C(c2ccccc2)CC1 | . | 8% | -0.2 | 56 | . | 3.2% | 6% | . | 4% | 0.1%
CCC(=O)N1CCN=C1SCc1cccc(C(F)(F)F)c1 | 9% | 5% | 0.5 | 77 | 0.5% | 1.5% | 6% | 4% | 0% | 0.7%
COc1ccc(NC(=O)c2ccccc2C)c(OC)c1 | 4% | 11% | 0.7 | 56 | 0.3% | 1.5% | 4% | -1% | 1% | -1.1%
CC(C)OC(=O)CSc1ncnc2c1cnn2Cc1ccccc1 | -7% | -4% | -0.6 | 55 | 0.1% | 3.0% | 8% | -2% | -4% | 0.1%
Cc1cccc(-c2noc(CCCC(=O)N3CCOCC3)n2)c1 | 3% | 9% | -2.3 | 63 | 0.0% | 0.5% | -16% | 1% | 0% | -1.2%

Remaining list, next part:
SMILES | MgcRacGAP inhibition | AID2073 | NTR1 agonist | NTR1 agonist cell count 20 µM | UTI89 phage lysis | RSV CPE inhibition | SV40 large T antigen | NS5 inhibitors | Siah-1 displacement | West Nile antiviral
Cc1ccccc1C(=O)NNC(=O)C1CCN(c2ncccn2)CC1 | 8% | -7% | -0.6 | 40 | 0.5% | 0.2% | 5% | 4% | -4% | 0.3%
COC(=O)COc1ccc(S(=O)(=O)N2CCN(c3ccccc3)CC2)cc1 | 0% | -10% | 12 | 26 | -0.8% | 0.4% | 6% | -5% | -4% | -0.7%
COc1ccc(NC(=O)c2ccc3c(c2)C(=O)N(CC2CCCO2)C3=O)c(OC)c1 (stereo not drawn) | 3% | -5% | -1.0 | 56 | 0.1% | 0.8% | 6% | -2% | 2% | 0.0%
COc1cccc2cc(C(=O)NCc3ccc(C)cc3)c(=N)oc12 | 10% | 5% | 8.1 | 65 | 0.3% | 0.3% | 2% | -4% | -4% | -0.3%
O=C1c2ccccc2S(=O)(=O)c2cc(C(=O)N3CCN(c4c(Cl)cncc4Cl)CC3)ccc21 | 6% | . | 2.0 | 88 | -0.2% | 12% | 10% | -4% | . | -1.0%
CCc1ccc(NC(=O)NC(C)c2ccc3c(c2)OCO3)cc1 (stereo not drawn) | 6% | 10% | -0.8 | 41 | 1.0%[50 µM] | 1.7% | 25% | -1% | 4% | -0.3%
Cc1ccc(C)c(N2CCN(S(=O)(=O)c3c(C(=O)N4CCCCC4)c(C)n(C)c3C)CC2)c1 | 11% | 28% | -0.6 | 63 | 1.3% | 3.2% | 4% | 7% | 13% | -0.5%
CCN1CCCC1CNC(=O)c1cc([N+](=O)[O-])c(N(C)C)cc1OC (stereo not drawn) | 2% | -2% | -1.2 | 57 | 3.8% | 2.7% | 6% | -16% | 4% | -0.3%
O=C(O)c1cc(N/N=C/c2ccc(OCc3ccccc3)cc2)ccc1Cl | -1% | 3% | -0.3 | 56 | 0.0% | 0.6% | 24% | 3% | -5% | 0.7%
Cc1nc(N2CCOCC2)nc(N2CCCC2)c1[N+](=O)[O-] | 3% | -1% | 1.1 | 68 | 7.1% | 9.5% | 8% | -1% | 0% | -0.8%
Cc1ccccc1C(=O)Nc1ccnn1C1CCN(CCCc2ccccc2)CC1 | 1% | 11% | -0.8 | 62 | -0.1% | -0.4% | 1% | -3% | -7% | -1.0%
CC(C)(C)c1ccc(OCC(=O)Nc2ccc(C(=O)Nc3ccccc3C(=O)O)cc2)cc1 | 8% | 23% | 3.0 | 59 | -0.3% | 2.7% | 12% | 9% | 2% | 1.1%
Cc1cc(NC(=O)c2ccc3nc(-c4ccccc4)c(-c4ccccc4)nc3c2)no1 | 0% | 9% | 12 | 61 | -1.3% | 2.8% | 0% | -6% | -1% | 0.4%
COc1ccc(-c2csc(N3CCC(c4ccccc4)C3)n2)cc1 (stereo not drawn) | 1% | -36% | 1.8 | 81 | 0.4% | 3.4% | -3% | -9% | -6% | 0.5%
Nc1nc(CCl)nc(Nc2cccc3ccccc23)n1 | . | 15% | 6.1 | 52 | . | ? | -1% | . | -1% | -1.5%
COc1ccc(-c2cc(C(=O)Nc3nc4c(C)cccc4s3)c3ccccc3n2)cc1OC | 11% | 23% | 6.8 | 66 | 2.8% | 29% | 3% | 2% | 3% | 0.5%
O=C(Nc1ccc(Oc2ncnc3cc(Cl)ccc23)nc1)c1ccc(F)cc1 | . | 4% | 4.0 | 50 | . | 1.6% | 4% | . | 18% | 0.8%
CCN(C(=O)Cc1c(C(=O)O)n(C)c2ccccc12)c1cccc(C)c1 | 6% | -9% | 0.3 | 92 | 1.1%[50 µM] | 0.2% | 9% | 2% | 6% | 0.4%
C/C(Cn1nnc2ccccc21)=N\OC(=O)c1cc(F)c(F)cc1Cl | 3% | -8% | -1.4 | 86 | 0.0% | 2.1% | 1% | -8% | -2% | 0.4%
CCOC(=O)C1(Cc2ccccc2Cl)CCN(S(=O)(=O)N(C)C)CC1 | 1% | -4% | 3.3 | 34 | ? | -0.4% | 3% | -5% | 10% | -1.9%
O=C(CN(Cc1ccco1)C(=O)c1cc(=O)[nH]c2ccccc12)Nc1ccccc1Br | 15% | 42% | -2.2 | 39 | 1.0% | 3.7% | 10% | 1% | 5% | -0.3%
CCN(CC)S(=O)(=O)c1ccc2[nH]cc(C(=O)NCCN3CCCCCC3)c(=O)c2c1 | -16% | 2% | -1.5 | 57 | -2.6% | 1.4% | 17% | -6% | 0% | .
Cc1noc(C)c1C(=O)N1CCN(Cc2ccccc2)CC1 | 4% | -6% | 0.3 | 53 | 4.8%[50 µM] | 1.3% | -8% | . | 0% | -0.2%

An unsorted share of the library, and some 1.6% of all compounds hit somewhere here.
